CAL PDZ FP-1: CAL PDZ (human) peptide binding inhibition; purified CAL PDZ, TMR-peptide fluorescence polarization, 1 h; inhibition, % at 24.9 µM; 300,000 compounds, 0.92% hits; AID 602252;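 active = mean inhibition of at least 30% with at least half of replicates also reaching 30%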;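 note: 0% = DMSO neutral control and 100% = excess unlabeled competitor peptide PRC23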
Keap1-Nrf2 PPI: disrupts human Keap1 binding to Nrf2 peptide; Keap1 Kelch-Nrf2 peptide fluorescence polarization, 1536-well; inhibition, % at 9.4 µM; 340,000 compounds, 0.15% hits; in the data active = inhibition above about 12%;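 note: human Keap1 Kelch domain with fluorescein labeled Nrf2 9mer peptide probe; 0% = neutral control wells and 100% = peptide positive control; higher means more block of Keap1 binding to Nrf2 peptide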
Target sequence (Q14145 whole entry, looked up, the tested form may be a part): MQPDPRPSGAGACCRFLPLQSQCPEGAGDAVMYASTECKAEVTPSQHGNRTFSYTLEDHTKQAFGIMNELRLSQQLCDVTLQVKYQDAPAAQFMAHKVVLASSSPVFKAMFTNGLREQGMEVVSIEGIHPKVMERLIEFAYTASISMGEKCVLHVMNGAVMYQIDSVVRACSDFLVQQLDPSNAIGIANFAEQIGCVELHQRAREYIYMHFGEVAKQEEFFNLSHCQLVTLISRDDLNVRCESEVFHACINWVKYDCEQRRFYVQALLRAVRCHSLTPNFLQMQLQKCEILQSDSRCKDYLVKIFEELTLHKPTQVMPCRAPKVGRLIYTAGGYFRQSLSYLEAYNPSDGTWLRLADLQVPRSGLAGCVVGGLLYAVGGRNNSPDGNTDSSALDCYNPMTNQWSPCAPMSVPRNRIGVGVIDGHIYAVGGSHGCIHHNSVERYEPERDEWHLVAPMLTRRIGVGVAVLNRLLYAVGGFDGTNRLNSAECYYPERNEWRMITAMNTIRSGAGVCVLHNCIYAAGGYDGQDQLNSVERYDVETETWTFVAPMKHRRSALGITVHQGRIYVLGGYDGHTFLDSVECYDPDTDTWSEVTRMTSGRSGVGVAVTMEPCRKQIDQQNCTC
DAGLB inhibitor: diacylglycerol lipase beta (human) inhibition; inhibition, % at 5.17 µM; Q8NCG7; 340,000 compounds, 0.059% hits; AID 504411; HEK293T DAGLB membrane lysate, EnzChek fluorogenic substrate; in the data active = inhibition above about 34%;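 note: 0% = enzyme with vehicle and 100% = wells lacking enzyme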
Rtt109 HAT inh: blocks Candida albicans Rtt109/Vps75 acetyltransferase activity; Q5AAJ8; purified Rtt109/Vps75, ThioGlo CoA-SH fluorescence, 4 h; 330,000 compounds, 0.16% hits; inhibition, % at 34.9 µM;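 active = inhibition of at least 50% in every replicate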
Target sequence (Q5AAJ8 whole entry, looked up): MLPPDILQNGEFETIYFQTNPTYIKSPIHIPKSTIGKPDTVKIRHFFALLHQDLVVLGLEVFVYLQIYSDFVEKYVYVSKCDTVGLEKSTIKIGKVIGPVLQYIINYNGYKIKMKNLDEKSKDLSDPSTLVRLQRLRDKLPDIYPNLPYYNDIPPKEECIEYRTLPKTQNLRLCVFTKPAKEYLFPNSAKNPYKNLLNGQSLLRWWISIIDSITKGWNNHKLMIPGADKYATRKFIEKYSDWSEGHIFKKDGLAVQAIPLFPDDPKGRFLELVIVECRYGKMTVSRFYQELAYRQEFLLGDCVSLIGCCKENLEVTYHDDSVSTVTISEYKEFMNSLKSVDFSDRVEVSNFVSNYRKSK
cardiac RTF act: increases calcium sensitivity of human cardiac regulated thin filaments; P19429+P45379; 340,000 compounds, 0.24% hits; IANBD-labeled TnC RTF fluorescence at EC20 calcium; 0% EC20 calcium, 100% full calcium; activation, % at 7.2 µM; AID 493008;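 active = activation above the mean over all tested compounds plus 3 SD, cut at about 30% in these data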;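 note: rise in fluorescence read as greater calcium sensitivity of cardiac thin filaments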
SR-BI uptake up: activators of SR-BI mediated HDL lipid uptake | CHO ldlA[mSR-BI] cells, DiI-HDL uptake fluorescence, 3 h; 100 = double the neutral-control signal | AID 504775 | activation, % at 12.5 µM | 320,000 compounds, 0.096% hits;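 active = mean replicate activation of at least 60% and every replicate at or above 60%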;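 note: 0% = median plate neutral-control signal and 100% = twice that signal; values of inactives mirror those of a sister screen read the other way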
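Material: SR-BI-overexpressing, LDLR-lacking CHO cells; schedule: compound exposure 3 h, 37 °C; reagent: DiI-labelled HDL at 10 µg/mL final; technique: bottom-read fluorescence, 550/595 nm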
CAL PDZ FP-2: inhibitors of human CAL PDZ peptide binding; Q9HD26; purified CAL PDZ, TMR-peptide fluorescence polarization, 1 h; inhibition, % at 20 µM; 330,000 compounds, 0.02% hits; AID 504414;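 active = highest replicate inhibition of at least 40%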;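 note: plate controls were DMSO neutral control wells for no effect and unlabeled competitor peptide control wells for full effect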
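material = purified tagged CAL PDZ domain construct (CerCALP) | buffer or medium = sodium phosphate/NaCl buffer pH 7.4 with TCEP, IgG, Thesit | reagent = TMR-labelled reporter peptide T*-PRC34 bound in PDZ groove | incubation = 1 h room-temperature incubation prior to read | measured by = fluorescence polarization (mP) | evaluation = percent inhibition from loss of millipolarization | control set = unlabelled peptide and DMSO controls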
RTF Ca sens inh: cardiac RTF calcium desensitization. P19429+P45379. IANBD-labeled cardiac RTF, Ca2+ fluorescence. inhibition, % at 7.15 µM. 340,000 compounds, 0.12% hits;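 active = inhibition above the mean inhibition of all tested compounds plus 3 SD, cut at about 17% in these data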;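 note: assay run at fixed EC70 calcium of 1.6 mM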
C-LANA FP: inhibitors of KSHV LANA C-terminal domain DNA binding | MBP-C-LANA/FAM-LBS DNA binding, fluorescence polarization | inhibition, % at 9 µM | 340,000 compounds, 0.078% hits | AID 504423;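 active = highest replicate inhibition at or above 60% at 9 µM, even if other replicates fall short; inactive = all replicates below 60% inhibition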;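 note: 0% = neutral control wells and 100% = 4 µM acridine orange control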
PKA-R2B activ: activators of human PKA-R2B complex; activation, % at 11.4 µM; P22694+P31323; PKA-R2B holoenzyme dissociation, Cy5-IP20 fluorescence polarization; R2B truncated from residue 108, S112A mutant; 0% DMSO only, 100% 113 µM cGMP; 340,000 compounds, 0.079% hits;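 active = activation above a cutoff set at the mean over all compounds plus 3 SD, cut at about 18% in these data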;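 note: higher means more holoenzyme dissociation and a rise in polarization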
* = called active by the depositor; / = no result given; & = joins results of further samples. The order is random, and some 1.6% of all compounds hit somewhere here.

No.	SMILES	SR-BI uptake up	CAL PDZ FP-2	C-LANA FP	PKA-R2B activ	cardiac RTF act	Keap1-Nrf2 PPI	CAL PDZ FP-1	Rtt109 HAT inh	DAGLB inhibitor	RTF Ca sens inh
1	c1ccc(CN2CCN(c3ncnc4nc[nH]c34)CC2)cc1	7	-0.8	-1.2	-4	3	-1	/	-11	-1	-2
2	COc1ccc(C(=O)Nc2ccc(O)c3c(=O)cc(-c4cccc(Cl)c4)oc23)cc1	-43	-0.7	-0.3	5	5	-1	-3	-6	2	0
3	CCCN(CCC)S(=O)(=O)c1ccc(C(=O)NCc2ccco2)cc1	-62	-1.0	1.1	-11	-1	-3	6	6	-4	1
4	CCC(C)C(CO)NCCCn1cnc(C(=O)Nc2ccc(C)c(C)c2)n1 (stereo unspecified)	0	-0.3	-1.8	-2	-4	-4	-5	4	-1	-3
5	Cc1c2c(=O)n(-c3nc4ccccc4s3)nc-2cc(O)n1Cc1ccccc1	-16	-0.4	0.3	10	-2	2	-21	16	11	0
6	CN(C)c1ccc(Nc2ccc([N+](=O)[O-])cn2)cc1	-8	0.8	-2.3	1	-5	-5	-5	8	20	6
7	O=C(CN1CCN(C(=O)C2CCCO2)CC1)Nc1cc(Cl)ccc1Cl (stereo unspecified)	14	0.0	-1.7	4	2	-2	5	3	2	-2
8	Fc1ccc(Nc2nc(Oc3ccc4c(c3)OCO4)nc(N3CCOCC3)n2)c(F)c1	-40	-0.5	-0.8	-7	12	-2	-2	-6	-1	1
9	COc1ccc(C(=O)NNC(=O)c2cc(C)[nH]n2)cc1	-1	0.3	-1.7	-10	-1	3	-1	0	-2	2
10	Cc1ccc(S(=O)(=O)Nc2c(C)nc3nc[nH]n3c2=O)c(C)c1	19	-0.1	-2.5	-9	-2	3	1	4	0	9
11	COC(C(=O)NNS(=O)(=O)c1ccc([N+](=O)[O-])cc1)c1ccccc1 (stereo unspecified)	/	-2.4	1.8	0	3	6	-3	-8	2	5
12	CCC(Cc1ccccc1)NC(=O)C1CCC(CNc2c(N3CCCC3)c(=O)c2=O)CC1 (stereo unspecified)	7	-0.7	1.2	-5	-5	-1	/	11	-1	0

No.	SMILES	SR-BI uptake up	CAL PDZ FP-2	C-LANA FP	PKA-R2B activ	cardiac RTF act	Keap1-Nrf2 PPI	CAL PDZ FP-1	Rtt109 HAT inh	DAGLB inhibitor	RTF Ca sens inh
13	COc1ccc(OC)c(C(=O)NC(CC(N)=O)c2ccc(NCCN3CCCCC3)c([N+](=O)[O-])c2)c1 (stereo unspecified)	8	1.1	0.5	1	-2	-3	-3	-10	1	3
14	Cc1ccc(C2C(C(=O)c3cccs3)=C(O)C(=O)N2c2nnc(C)s2)cc1 (stereo unspecified)	18	-0.9	27	3	25	1	-8	12	-10	-56
15	Cc1ccc(-n2ncc(C#N)c2/N=C/N2CCOCC2)cc1	4	-0.8	0.4	0	3	-2	-2	6	-1	-8
16	COc1cccc(CNC(=O)C2CC(=O)N(C3CCCCCCC3)C2)c1 (stereo unspecified)	13	-0.4	0.5	3	-3	3	-2	6	0	-7
17	COCCNC(=O)/C(C#N)=C/c1ccc(OC(=O)c2cccs2)c(OC)c1	-6	-1.2	-2.5	-6	13	-6	1	-3	1	9
18	CCc1cc(Cl)c(OC)c(C(=O)NC[C@@H]2CCCN2CC)c1O	12&8	0.1&-1.1	0.3&-1.9	-4&-2	-2&-2	-2&1	-1&-4	2&-4	-1&0	2&-5
19	O=C(Cc1ccc(Cl)cc1)Nc1ccncc1	1	-0.8	-0.2	-1	-5	-2	-2	6	1	-8
20	O=C(CSc1nnc(C2COc3ccccc3O2)o1)N1CCOCC1 (stereo unspecified)	29	-2.3	1.2	-3	3	-5	-5	-1	0	-1
21	O=C(Cn1ncc(Cl)c(Cl)c1=O)NC(=O)NC1CCCCC1	13	0.1	-2.0	-6	-2	-1	-2	-15	5	2
22	CC(C)OP(=O)(OC(C)C)C(Nc1cccc(C(=O)O)c1)c1ccccc1 (stereo unspecified)	/	-3.5	0.6	4	-3	-2	0	-7	-4	7
23	CC(=O)NC(CC(=O)OCC(=O)N1CCN(S(=O)(=O)c2ccc(C)cc2C)CC1)c1ccccc1 (stereo unspecified)	-11	0.6	0.5	4	-2	2	1	2	-2	3
24	CN(C)c1ccc(-c2nc3cc(N)ccc3o2)cc1	-3	0.7	-0.9	-10	0	-3	1	0	2	5

No.	SMILES	SR-BI uptake up	CAL PDZ FP-2	C-LANA FP	PKA-R2B activ	cardiac RTF act	Keap1-Nrf2 PPI	CAL PDZ FP-1	Rtt109 HAT inh	DAGLB inhibitor	RTF Ca sens inh
25	Cc1ccccc1Cn1c(=N)n(CC(O)c2ccco2)c2ccccc21 (stereo unspecified)	23	-1.4	0.2	3	-2	-4	0	-11	-1	-8
26	COc1ccc2nc(N3CCN(C(=O)c4ccc5ncsc5c4)CC3)sc2c1	-23	-2.7	-2.7	-8	-1	-3	-2	-12	4	-6
27	Cc1ccnc(Sc2nc3c(c(=O)[nH]c(=O)n3C)n2CCCc2ccccc2)n1	5	-2.6	-0.7	-9	1	-1	-3	2	1	-7
28	Cc1cc2n(n1)C(c1ccco1)Nc1ccccc1-2 (stereo unspecified)	21	-3.0	1.6	-7	1	1	-2	/	-1	-2
29	C[C@H](CO)N1C[C@H](C)[C@@H](CN(C)S(=O)(=O)c2ccccc2)Oc2ccc(NC(=O)c3ccncc3)cc2C1=O	4	-1.2	1.3	0	10	1	1	1	2	-8
30	O=C1C2CC=C(Cl)CC2C(=O)N1CC1OCCc2ccccc21 (stereo unspecified)	-7	-2.3	4.3	-11	5	0	-2	-4	-2	-4
31	COc1ccc2cc(CN(CCCN3CCOCC3)Cc3nnnn3C3CCCCC3)c(=O)[nH]c2c1	3	-3.0	1.0	0	3	-3	-1	-8	1	-5
32	CCOc1ccccc1NC(=O)CCn1cccc1	-3	-15	-3.6	4	5	-4	4	1	1	-10
33	COc1ccc(-n2c(C)c(C)c3c(NCCCN(C)C)ncnc32)cc1	-12	-0.8	-0.7	-2	1	0	-2	/	-2	-8
34	Cn1c(CC(=O)Nc2ccccc2F)nnc1SCC(=O)Nc1nccs1	1	-3.1	0.2	-9	-8	0	3	-1	0	6
35	CC(C)Nc1cc(C(C)(C)C)nc2c(-c3ccccc3)cnn12	-55	-0.9	0.0	4	1	2	133*	-10	-11	-1
36	CC(c1ccc(Cl)cc1)n1c(-c2ccc3ccccc3n2)n[nH]c1=S (stereo unspecified)	23	-1.9	1.5	-10	-1	0	0	2	3	2

Compound profiles, as listed above:
CCOc1ccccc1NC(=O)CCn1cccc1 is entered as SR-BI uptake up = -3; CAL PDZ FP-2 = -15; C-LANA FP = -3.6; PKA-R2B activ = 4; cardiac RTF act = 5; Keap1-Nrf2 PPI = -4; CAL PDZ FP-1 = 4; Rtt109 HAT inh = 1; DAGLB inhibitor = 1; RTF Ca sens inh = -10
CC(c1ccc(Cl)cc1)n1c(-c2ccc3ccccc3n2)n[nH]c1=S (stereo unspecified) is entered as SR-BI uptake up = 23; CAL PDZ FP-2 = -1.9; C-LANA FP = 1.5; PKA-R2B activ = -10; cardiac RTF act = -1; Keap1-Nrf2 PPI = 0; CAL PDZ FP-1 = 0; Rtt109 HAT inh = 2; DAGLB inhibitor = 3; RTF Ca sens inh = 2

Returning to the listing; the two compounds before the break are reprinted first.
No.	SMILES	SR-BI uptake up	CAL PDZ FP-2	C-LANA FP	PKA-R2B activ	cardiac RTF act	Keap1-Nrf2 PPI	CAL PDZ FP-1	Rtt109 HAT inh	DAGLB inhibitor	RTF Ca sens inh
35	CC(C)Nc1cc(C(C)(C)C)nc2c(-c3ccccc3)cnn12	-55	-0.9	0.0	4	1	2	133*	-10	-11	-1
36	CC(c1ccc(Cl)cc1)n1c(-c2ccc3ccccc3n2)n[nH]c1=S (stereo unspecified)	23	-1.9	1.5	-10	-1	0	0	2	3	2
37	Cc1cc(C(=O)Nn2cnnc2)ccc1[N+](=O)[O-]	11	-1.3	-0.5	-6	1	5	-1	-2	1	-4
38	CCn1ccnc1C(O)(c1ccccc1)c1ccccc1	12	-16	1.2	-12	3	-1	-7	-8	-2	-4
39	Cc1ccc2cc(CN(CCN3CCOCC3)Cc3nnnn3Cc3ccco3)c(=O)[nH]c2c1C	12	-0.6	1.4	-5	13	-12	-3	18	1	-7
40	COc1ccc(S(=O)(=O)N2CCOC23CCN(S(=O)(=O)c2cc(C)ccc2OC)CC3)cc1	9	-1.2	-0.6	1	-2	-4	-9	-11	-1	-1
41	COc1ccc(C(=O)Nc2ccc3c(c2)OCCO3)cc1Br	-30	0.2	5.6	-19	-7	1	-8	-2	-1	-4
42	CC1(C)C[C@H]2C3=CCC4[C@@]5(C)CC[C@H](O)C(C)(C)C5CC[C@@]4(C)[C@]3(C)[C@@H](O)[C@@H](O)[C@@]2(CO)[C@@H](O)[C@@H]1O (stereo partly specified)	15	-2.7	-0.9	-7	0	-7	-3	1	0	-1
43	CCc1ccc(C(=O)CN(C#N)c2nc(C)cc(C)n2)cc1	-23	-3.2	-2.6	-11	3	2	-1	2	-4	-11
44	C[C@@H](C(=O)OCC(=O)Nc1cc(S(=O)(=O)N2CCOCC2)ccc1Cl)N1C(=O)C2CCCCC2C1=O (stereo partly specified)	-12	-0.1	-1.3	0	3	-1	/	9	-1	-2

Look-ups from the entries so far.
In cardiac RTF act, C[C@@H](C(=O)OCC(=O)Nc1cc(S(=O)(=O)N2CCOCC2)ccc1Cl)N1C(=O)C2CCCCC2C1=O (stereo partly specified) reads 3
In CAL PDZ FP-1, Cc1ccc2cc(CN(CCN3CCOCC3)Cc3nnnn3Cc3ccco3)c(=O)[nH]c2c1C reads -3
In SR-BI uptake up, COc1ccc(S(=O)(=O)N2CCOC23CCN(S(=O)(=O)c2cc(C)ccc2OC)CC3)cc1 reads 9
In SR-BI uptake up, CCc1ccc(C(=O)CN(C#N)c2nc(C)cc(C)n2)cc1 reads -23

Screening results: PubChem BioAssay, several laboratories
